TDP2 absorb = TDP2 (human) inhibition, absorbance primary screen; 370,000 tested, 0.34% active; AID 720702; recombinant TDP2, T5PNP hydrolysis, p-nitrophenol absorbance 415 nm; O95551; inhibition, % at 12.8 µM;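 active means inhibition above the mean of all tested compounds plus 3 SD, set per campaign, cut at about 25% in these data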;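 further: 0% = DMSO with enzyme and 100% = buffer with substrate but no TDP2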
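Incubation: 2 h at 37 °C; Test system: recombinant human TDP2; Quantity: enzyme 120 nM; Read-out basis: percent inhibition; Medium: 50 mM Tris-HCl pH 7.5 with Mg2+, KCl, DTT, BSA; Repeats: single replicate; Compound: 12.8 µM single point, 1% DMSO; Signal: epi absorbance; Reagent: 5 mM T5PNP chromogenic substrate; Benchmarks: no-enzyme high, DMSO-plus-enzyme low.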
HTRA1 inh = HTRA1 (human) protease inhibition. Q92743. recombinant HTRA1, FP-rhodamine activity-based probe, fluorescence polarization. inhibition, % at 5.96 µM. 340,000 tested, 0.5% active; in the data active means inhibition above about 36%;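 further: 0% = enzyme with DMSO and 100% = wells lacking enzyme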
SIAE inh = blocks human sialic acid acetylesterase. inhibition, % at 9.66 µM. SIAE FP-Rh probe binding, fluorescence polarization. Q9HAT2. AID 1053197. 370,000 tested, 0.69% active;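 active means inhibition above a cutoff: mean of compounds within the control limits plus 3 SD of those, cut at about 17% in these data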;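 further: 0% = plate median of compound wells and 100% = probe without SIAE protein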
MBD2 DNA inh = MBD2-methylated oligo binding inhibition; Q9UBB5; TR-FRET, MBD2 binding to methylated oligonucleotide; inhibition, % at 4.4 µM; 370,000 tested, 0.31% active; in the data active means inhibition above about 13%
Target sequence (Q9UBB5 whole entry, looked up): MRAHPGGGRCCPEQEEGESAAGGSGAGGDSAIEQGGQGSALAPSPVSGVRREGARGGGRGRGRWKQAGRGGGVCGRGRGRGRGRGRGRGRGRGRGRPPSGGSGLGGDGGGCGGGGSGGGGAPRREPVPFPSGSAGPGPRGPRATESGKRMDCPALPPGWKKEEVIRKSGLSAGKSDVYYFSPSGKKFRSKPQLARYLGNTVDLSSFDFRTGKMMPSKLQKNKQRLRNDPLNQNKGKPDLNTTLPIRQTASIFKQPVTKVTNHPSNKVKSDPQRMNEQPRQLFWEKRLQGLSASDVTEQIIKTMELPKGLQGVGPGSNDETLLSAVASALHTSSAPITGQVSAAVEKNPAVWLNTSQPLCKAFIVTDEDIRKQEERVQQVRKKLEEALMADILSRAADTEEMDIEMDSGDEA
rCAG binder = binds r(CAG) RNA repeats; r(CAG) RNA repeat, TO-PRO-1 dye displacement fluorescence; inhibition, % at 3 µM; 370,000 tested, 1.3% active; AID 651821;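 active means inhibition above the plate cutoff, the mean of all test compounds on that plate plus 3 SD, cut at about 35% in these data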;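 further: 0% = DMSO alone and 100% = 100 µM mitoxantrone as full dye displacement; higher means more dye released from RNA so lower well fluorescence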
NPR2 activator = GC-B (human) receptor activation; P20594; HEK293-GC-B cells, CNP EC30, cGMP TR-FRET; 0% at EC30 CNP, 100% saturating CNP; activation, % at 10 µM; 370,000 tested, 0.11% active;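 active means activation at 10 µM reaching about 35% in either raw or pattern-adjusted values, limit read from the data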
LEDGF integ inh = blocks HIV-1 LEDGF/p75-dependent DNA integration; TR-FRET IN-LEDGF/p75 DNA integration, Eu/Cy5; inhibition, % at 3.7 µM; 370,000 tested, 0.64% active; AID 743269;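 active means inhibition above the screen-wide mean plus 3 SD, cut at about 13% in these data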;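 further: signal is the Cy5 over europium emission ratio at 671 and 618 nm; 0% = plate median of compound wells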
PRMT1 FP inh = blocks human protein arginine methyltransferase 1; Q99873; recombinant PRMT1, activity-based probe fluorescence polarization; inhibition, % at 2.79 µM; 370,000 tested, 1.3% active;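 active means inhibition above about 21% made by adding two undisclosed values, limit read from the data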
TCR CD3 inh = human TCR-CD3 binding inhibition; TAMRA-labeled TCR probe fluorescence, biochemical; inhibition, % at 9.4 µM; 360,000 tested, 0.37% active; in the data active means inhibition above about 19%;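 further: recombinant mutant TCR 2C K166C tagged with TAMRA read by polarization; 0% = receptor in buffer alone and 100% = receptor with positive control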
mABHD4 FP = inhibits mouse alpha/beta hydrolase domain 4 | AID 720543 | Q8VD66 | purified mABHD4, FP-Rh probe fluorescence polarization | inhibition, % at 8.92 µM | 370,000 tested, 0.54% active;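 active means inhibition exceeding the mean over every tested compound plus 3 SD, cut at about 30% in these data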;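 further: 0% = plate median of compound wells and 100% = S159A mutant with DMSO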
Target sequence (Q8VD66 whole entry, looked up, the tested form may be a part): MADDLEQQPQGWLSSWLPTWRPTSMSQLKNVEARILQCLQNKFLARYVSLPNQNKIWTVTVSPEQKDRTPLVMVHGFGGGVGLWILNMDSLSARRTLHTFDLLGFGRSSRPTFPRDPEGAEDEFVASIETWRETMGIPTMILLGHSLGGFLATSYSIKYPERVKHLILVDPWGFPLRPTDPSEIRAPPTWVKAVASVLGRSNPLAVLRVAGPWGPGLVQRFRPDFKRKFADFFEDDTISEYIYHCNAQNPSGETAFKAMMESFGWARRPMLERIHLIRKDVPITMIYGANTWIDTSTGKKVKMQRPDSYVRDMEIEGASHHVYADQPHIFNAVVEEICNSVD
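Assay system: wild-type mouse ABHD4 protein; compound: single nominal dose of 8.92 µM, 0.89% DMSO final; schedule: 45 min + 60 min at 25 °C; measured by: FP readout, ex 525 nm / em 598 nm; evaluation: % inhibition of FP-Rh probe binding versus controls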
The depositor's hits bear a star; · = not tested or not shown. The list is partial; rates above refer to the full screens.

| molecule | TDP2 absorb | HTRA1 inh | SIAE inh | MBD2 DNA inh | rCAG binder | NPR2 activator | LEDGF integ inh | PRMT1 FP inh | TCR CD3 inh | mABHD4 FP |
| --- | --- | --- | --- | --- | --- | --- | --- | --- | --- | --- |
| O=c1c2c([N+](=O)[O-])cc([N+](=O)[O-])cc2sn1Cc1ccccc1 | 9 | 9 | 25* | -3 | 3 | 11 | -4 | 96* | 0 | 32* |
| FC(F)(F)COc1nc(OCC(F)(F)F)nc(N2CCN(c3ccccc3)CC2)n1 | -10 | -10 | 2 | 5 | -7 | -7 | 0 | 3 | -5 | -16 |
| CN(c1ccccc1)S(=O)(=O)c1cc(C(=O)NCc2ccco2)ccc1Cl | 10 | -16 | 4 | 0 | 11 | 2 | 1 | 1 | 1 | -7 |
| CC/C(=N\NC(=O)c1c(-c2ccccc2)noc1C)c1ccc(C)o1 | -1 | 3 | 3 | 1 | -2 | 1 | -2 | 0 | 4 | 2 |
| Cc1ccc(N(CC(=O)NCCc2ccccc2)C(=O)c2csnn2)cc1 | 6 | 5 | -6 | -1 | -4 | -1 | -3 | 0 | 3 | 7 |
| O=C(O)C1CCCN1S(=O)(=O)c1ccc(Cl)c(Cl)c1 (stereo unspecified) | -1 | -7 | -9 | 5 | 2 | 5 | -3 | 0 | 2 | 2 |
| COC(=O)c1scc2c(=O)cc(C(F)(F)F)[nH]c12 | -1 | 0 | 1 | -1 | -5 | 2 | -1 | 3 | -1 | -2 |
| Cc1ccc(S(=O)(=O)N2CCOCC2)cc1C(=O)NC1CCCC1 | 10 | -1 | 2 | 2 | 0 | 4 | 1 | -2 | 6 | -5 |
| COc1ccc(N2CCN(C(=O)Cn3cnc4c(cnn4-c4ccc(C)cc4)c3=O)CC2)cc1 | 9 | 11 | 8 | -2 | 0 | 0 | 0 | 1 | 4 | -1 |
| NC(=O)CSc1nccn1Cc1ccc2c(c1)OCO2 | 4 | 2 | 7 | 1 | -2 | -3 | -2 | -2 | -2 | 2 |
| Cc1ccc(C2=CC(=O)CC(C)(C)C2=O)cc1 | 2 | · | 3 | 0 | 1 | -1 | -1 | -2 | 4 | 0 |
| Cc1cc(=O)oc2cc(OCC(=O)OCC(=O)Nc3ccccc3F)ccc12 | -8 | 0 | 2 | -2 | -4 | -4 | 3 | -2 | -7 | 2 |
| O=C(COc1cccc(C(F)(F)F)c1)NCC(c1cccs1)N1CCOCC1 (stereo unspecified) | 1 | -6 | 0 | 1 | 0 | -2 | 1 | -4 | 1 | 2 |
| NC(=S)NN=C1C2CC3CC(C2)CC1C3 | -5 | -7 | 6 | 3 | -1 | -6 | -1 | 7 | -5 | 4 |
| COC(=O)CCC(=O)OC1(C)C(=O)C=C2C=C(C3CC3)N(CCc3c[nH]c4ccccc34)C=C2C1=O (stereo unspecified) | 11 | 34 | 9 | -8 | 6 | 2 | 4 | 2 | 0 | 14 |

(more compounds)
| molecule | TDP2 absorb | HTRA1 inh | SIAE inh | MBD2 DNA inh | rCAG binder | NPR2 activator | LEDGF integ inh | PRMT1 FP inh | TCR CD3 inh | mABHD4 FP |
| --- | --- | --- | --- | --- | --- | --- | --- | --- | --- | --- |
| O=C(O)CC1Cc2ccccc2C1C(=O)O (stereo unspecified) | -4 | -1 | -3 | 1 | 1 | 4 | 1 | 0 | 2 | -3 |
| COc1ccc(CCNC(=S)Nc2ccc(OC)cc2)cc1 | 13 | 0 | 6 | -5 | -2 | -1 | 0 | 1 | 2 | 4 |
| COc1ccc(/C=C2\SC(=O)N(CCNC(=O)C3CC(=O)N(c4ccccc4)C3)C2=O)cc1 (stereo unspecified) | 7 | -6 | 12 | -1 | -1 | -6 | 1 | -1 | 6 | 2 |
| CCOC(=O)C1(Cc2cccc(Cl)c2)CCCN(C(=O)CCN2CCCC2=O)C1 (stereo unspecified) | -2 | 2 | 1 | 4 | -10 | -2 | -2 | 3 | 4 | 0 |
| O=C(c1ccccc1)c1ccccc1N/C=C/c1nnnn1-c1ccccc1 | -4 | -29 | -9 | -1 | 12 | -17 | 2 | 2 | -3 | -12 |
| O=C(/C=C/c1ccccc1Cl)NNC(=O)c1cccs1 | 7 | -3 | -10 | -1 | 5 | -1 | -5 | -3 | 6 | -2 |
| CCc1ccc2oc(C(=O)Nc3nonc3CC)c(C)c2c1 | 17 | 1 | -3 | 1 | 2 | 0 | 0 | -3 | 10 | -2 |
| O=C(NNS(=O)(=O)c1ccccc1[N+](=O)[O-])c1ccc(O)cc1 | 1 | 3 | -1 | -4 | 4 | -1 | -1 | 2 | 10 | 2 |
| O=C1NC(Cc2ccccc2)c2nc3ccc(Br)cc3c(=O)n2-c2cc3ccccc3cc21 (stereo unspecified) | -7 | -54 | -31 | 0 | 14 | 4 | 1 | -3 | -8 | -31 |
| CC(=O)c1c(C)nn(C(=O)N2CCOCC2)c1C | -17 | -6 | -5 | -3 | 3 | 2 | -2 | -3 | 0 | -5 |
| COc1ccc(NC(=O)CCCCC#Cc2ccccc2)cc1 | 5 | -7 | -2 | 8 | 4 | -2 | 2 | -1 | -10 | -17 |
| Cc1cccc(N(C)S(=O)(=O)c2ccc(-c3cnc(C4CC4)o3)cc2)c1 | 6 | -35 | 6 | -1 | 0 | -2 | 3 | -6 | 5 | -6 |
| CCOc1ccc(NS(=O)(=O)c2ccc(C(=O)NCCCN3CCOCC3)cc2)cc1 | 1 | 4 | 1 | -2 | -5 | 7 | 2 | 0 | -1 | 12 |
| Cc1cc(NC(=O)CCC(=O)N(CCC(C)C)C(C(=O)NC2CCCC2)c2ccccc2C)no1 (stereo unspecified) | 8 | -2 | 1 | -6 | -1 | 2 | 3 | -4 | 2 | -3 |
| O=C(NCCCN1CCN(CCCNC(=O)c2ccccc2F)CC1)c1ccccc1F | -9 | -4 | -4 | -2 | -2 | 1 | -3 | -1 | -8 | 2 |

Next section:
| molecule | TDP2 absorb | HTRA1 inh | SIAE inh | MBD2 DNA inh | rCAG binder | NPR2 activator | LEDGF integ inh | PRMT1 FP inh | TCR CD3 inh | mABHD4 FP |
| --- | --- | --- | --- | --- | --- | --- | --- | --- | --- | --- |
| C[C@H](CO)N1C[C@H](C)[C@H](CN(C)C(=O)Nc2cccc3ccccc23)OCc2cnnn2CCCC1=O | 9 | 10 | 4 | -5 | 1 | 4 | -6 | 4 | 1 | 0 |
| COc1cc(C(=O)N/N=C/c2coc3ccccc3c2=O)cc(OC)c1OC | 7 | -2 | 3 | -3 | 1 | -2 | 1 | -1 | -9 | 0 |
| O=C(CCCn1c(=O)[nH]c2ccccc2c1=O)NCCSCc1ccccc1 | -1 | 6 | -8 | -1 | -5 | -4 | 0 | -5 | 1 | 2 |
| COC(=O)c1cc(NC(=O)C2CCCN(S(=O)(=O)c3c(C)n[nH]c3C)C2)cc(C(=O)OC)c1 (stereo unspecified) | -9 | · | 8 | -5 | -1 | -1 | 3 | -4 | 1 | 1 |
| CC1(C)CC(=O)N(CC(=O)N2CCN(Cc3ccccc3)CC2)c2ccccc2S1(=O)=O | 1 | · | 7 | 4 | 1 | 11 | -1 | 3 | · | 2 |
| S=C1NC[C@H](CC2CCCCC2)N1CCc1cccc2ccccc12 | -6 | -56 | -4 | -10 | 1 | 3 | 0 | -2 | 7 | -13 |
| O=C(CNC(=O)c1cccs1)NCC(=O)OCc1c(F)cccc1Cl | 0 | · | 4 | -2 | -4 | -3 | -1 | -4 | -4 | -4 |
| COC(=O)c1ccc(Cn2ccc3ccc(-c4ccc5ccn(C(=O)C6CCCCC6)c5c4)cc32)cc1 | 0 | · | -3 | 1 | 19 | 2 | -4 | 1 | · | -9 |
| COc1ccc(NC(=O)[C@H](C)NS(=O)(=O)c2ccc(NC(C)=O)cc2)cc1Cl | 3 | -3 | -2 | 0 | 4 | 1 | -2 | -1 | -2 | -1 |
| CCC1C(=O)NCCN1C(=O)c1ccc2nc(Cc3cccc(Cl)c3)oc2c1 (stereo unspecified) | -13 | -2 | -1 | -3 | -4 | 0 | 0 | 2 | 10 | 7 |
| c1ccc2c(c1)nc1n2C2(N3CCOCC3)CCCC2C1N1CCOCC1 (stereo unspecified) | 14 | 3 | 3 | 3 | 0 | 3 | -4 | 3 | 0 | 7 |
| CCOc1cc(C(=O)OCc2cccc(OC)c2OC)ccc1OCC(=O)N1CCOCC1 | 0 | 0 | 6 | 1 | -10 | 4 | 1 | 3 | -1 | -2 |
| COc1ccc(NC(=O)c2cc(-c3ccccn3)nc3c(C)cc(C)cc23)c(C)c1 | 8 | 4 | 3 | 2 | 1 | 2 | -4 | 3 | -4 | -5 |
| Cc1ccc(NC(=S)N(Cc2cccs2)Cc2cc3cc(C)ccc3[nH]c2=O)cc1 | -6 | 2 | 1 | -1 | 2 | 3 | 3 | 1 | 2 | 2 |
| CN(C)S(=O)(=O)c1ccc(S(=O)(=O)N2CCCC(C(=O)NC3CC3)C2)cc1 (stereo unspecified) | 7 | -2 | -3 | 2 | -1 | 5 | 0 | 1 | -3 | 0 |
| CCn1c(C)cc(/C=C2/NC(=O)N(c3ccccc3)C2=O)c1C | 8 | 8 | 3 | 0 | 13 | 13 | 3 | 2 | 7 | 4 |
| CC(=O)Nc1ccc(/C(C)=N/Nc2nc(Nc3cccc4ccccc34)nc(N3CCOCC3)n2)cc1 | 2 | -14 | -1 | 1 | 13 | 1 | 6 | 5 | -5 | -6 |

In the list so far, these contain fluorine:
| molecule | TDP2 absorb | HTRA1 inh | SIAE inh | MBD2 DNA inh | rCAG binder | NPR2 activator | LEDGF integ inh | PRMT1 FP inh | TCR CD3 inh | mABHD4 FP |
| --- | --- | --- | --- | --- | --- | --- | --- | --- | --- | --- |
| FC(F)(F)COc1nc(OCC(F)(F)F)nc(N2CCN(c3ccccc3)CC2)n1 | -10 | -10 | 2 | 5 | -7 | -7 | 0 | 3 | -5 | -16 |
| COC(=O)c1scc2c(=O)cc(C(F)(F)F)[nH]c12 | -1 | 0 | 1 | -1 | -5 | 2 | -1 | 3 | -1 | -2 |
| Cc1cc(=O)oc2cc(OCC(=O)OCC(=O)Nc3ccccc3F)ccc12 | -8 | 0 | 2 | -2 | -4 | -4 | 3 | -2 | -7 | 2 |
| O=C(COc1cccc(C(F)(F)F)c1)NCC(c1cccs1)N1CCOCC1 (stereo unspecified) | 1 | -6 | 0 | 1 | 0 | -2 | 1 | -4 | 1 | 2 |
| O=C(NCCCN1CCN(CCCNC(=O)c2ccccc2F)CC1)c1ccccc1F | -9 | -4 | -4 | -2 | -2 | 1 | -3 | -1 | -8 | 2 |
| O=C(CNC(=O)c1cccs1)NCC(=O)OCc1c(F)cccc1Cl | 0 | · | 4 | -2 | -4 | -3 | -1 | -4 | -4 | -4 |
